High-throughput results as filed in PubChem.
HDAC3 inh: HDAC3 deacetylase inhibitors, primary screen, biochemical, fluorescence, cell-free homogeneous; Histone deacetylase 3 (Homo sapiens), O15379; recombinant HDAC3, fluorogenic peptide/trypsin coupled; inhibition, % at 8.3 µM; 0.15% of 320,000 active; in the data active = inhibition above about 26%, passing the limit was not always enough; inconclusive = no clear call, values can overlap the other calls
Target sequence (O15379 whole entry, looked up): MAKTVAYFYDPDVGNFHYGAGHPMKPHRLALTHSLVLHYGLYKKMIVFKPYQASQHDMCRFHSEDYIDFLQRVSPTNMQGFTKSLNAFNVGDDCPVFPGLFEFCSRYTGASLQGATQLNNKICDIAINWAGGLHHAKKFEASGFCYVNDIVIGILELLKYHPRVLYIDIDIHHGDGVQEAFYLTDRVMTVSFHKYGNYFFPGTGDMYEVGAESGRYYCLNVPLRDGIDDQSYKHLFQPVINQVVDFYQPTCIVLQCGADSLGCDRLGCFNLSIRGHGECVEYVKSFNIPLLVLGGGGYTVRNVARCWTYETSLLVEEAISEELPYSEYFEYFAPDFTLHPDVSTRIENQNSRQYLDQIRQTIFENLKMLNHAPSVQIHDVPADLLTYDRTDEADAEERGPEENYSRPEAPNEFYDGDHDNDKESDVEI
KCNK9 block: KCNK9 potassium channel inhibitors, primary screen, HEK293 cells, thallium flux. 1.2% of 310,000 active. B-score at 10 µM. FluxOR thallium flux fluorescence; stronger effect = lower value;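 active = ratio B-score over 3 SD below the library mean, with starting fluorescence within 5 SD of its mean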;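 note: negative B-score means less thallium flux so channel inhibition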
hERG rescue: hERG rescue from dofetilide block, primary screen, cell-based, CHO-hERG, FluxOR thallium flux, dofetilide IC70. 0.51% of 310,000 active. dofetilide IC70 present. activation (rescue from dofetilide block), less the hit threshold, % at 10 µM;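 active = activation above the mean of controls blocked by dofetilide plus 5 SD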;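 note: thallium influx through hERG after potassium depolarization seen as dye fluorescence rise; in these data hits start at about 4.7%; inactives centre near -7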
ANO1 activ: TMEM16A chloride channel activators or potentiators, primary screen, cell-based, HTS; Anoctamin-1 (Mus musculus), Q8BHY3; HEK293 TMEM16A/YFP-H148Q/I152L, iodide quench fluorescence; stronger effect = lower value; B-score at 10 µM; 0.3% of 340,000 active;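 active = fluorescence-ratio B-score plate-corrected deviation score at least 3 library SD below zero, with starting fluorescence score within 5 deviations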;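 note: channel opened by trigger with iodide after compound preincubation; score built on the fluorescence ratio of max minus min over baseline; more negative score means more quench and so TMEM16A activation or potentiation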
KCNQ1 pot: potentiators or activators of KCNQ1 channel, primary screen, cell-based, thallium flux, high-throughput. Potassium voltage-gated channel subfamily KQT member 1 (Homo sapiens), P51787. CHO-K1 KCNQ1, thallium flux FluxOR fluorescence; stronger effect = higher value. B-score at 10 µM. 0.35% of 310,000 active. AID 2648, 2010;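 active = fluorescence ratio B-score, a plate-corrected score, at least three library SD, with initial intensity B-score within 5 SD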
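assay system = KCNQ1-transfected CHO-K1 cells | medium = assay buffer with matched DMSO | probe or stimulus = depolarizing K+/Tl+ stimulus, K2SO4 and Tl2SO4 each 12.5 mM in 5x stock | dosing = single dose | incubation = dye 90 min, compound 20 min, room temperature | detection = kinetic FluxOR fluorescence, 10 s baseline plus 110 s post-stimulus | evaluation = ratio B score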
KCNQ1 block: inhibitors of human KCNQ1 channel, primary screen, cell-based, thallium flux, high-throughput | B-score at 10 µM | Potassium voltage-gated channel subfamily KQT member 1 (Homo sapiens), P51787 | 1.3% of 310,000 active | CHO-K1 KCNQ1, FluxOR thallium flux fluorescence; stronger effect = higher value;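 active = compounds whose thallium flux B-score, printed positive for inhibition, exceeds three library SD while starting fluorescence stays within three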;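 note: channel opened by potassium depolarization with thallium stimulus after 20 min compound exposure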
TRPC4 potent: positive allosteric modulators of TRPC4, primary screen, cell-based, mouse TRPC4beta, HEK293 mu-opioid, Fluo-4 calcium; DAMGO EC20, Fluo-4 Ca2+ flux; stronger effect = higher value; B-score at 10 µM; 0.42% of 310,000 active;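 active = B-score of calcium response area above 5 SD of library B-scores, with initial fluorescence ratio within 5 SD of library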;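 note: B-score of integrated fluorescence ratio over time as area under calcium response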
TMEM16A inh: TMEM16A chloride channel inhibitors, primary screen, cell-based, HTS | Anoctamin-1 (Mus musculus), Q8BHY3 | HEK293 TMEM16A/YFP iodide influx fluorescence, ionomycin | normalized B-score (activity score, 25-100; higher = stronger inhibition) at 10 µM | 1.2% of 310,000 active;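 active = ratio plate-corrected score three or more library SD toward inhibition, starting fluorescence score within five deviations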;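 note: score derived from kinetic fluorescence span divided by baseline fluorescence per well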
Dyrk1A ADPGlo: rat Dyrk1A kinase inhibitors, primary screen, biochemical, single point, plate reader | Dual specificity tyrosine-phosphorylation-regulated kinase 1A (Rattus norvegicus), Q63470 | ADP-Glo luminescence, NFATc1 peptide | inhibition, % at 12.5 µM | 0.43% of 310,000 active; in the data active = inhibition above about 50%;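 note: plate controls were vehicle with enzyme for no effect and no enzyme for full effect; many of its hits are not listed in these tables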
TRPC4 act: activators of mouse TRPC4 channel, primary screen, Fluo4 calcium, HEK293 TRPC4beta/mu-opioid cells; Short transient receptor potential channel 4 (Mus musculus), Q9QUQ5; Fluo4 calcium fluorescence; stronger effect = higher value; AID 2237, 2010; B-score at 10 µM; 0.49% of 310,000 active;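 active = B-score above 5 SD of library B-scores, and initial fluorescence ratio not above library mean plus 5 SD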;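 note: positive B-score marks a calcium rise read as TRPC4 activation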
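Material: TRPC4beta and mu-opioid receptor HEK293 stable cells | Incubation: 45 min room-temperature Fluo4 loading, 110 s read | Detection: Kinetic Fluo4 calcium fluorescence | Measure: Integrated baseline-normalised fluorescence ratio, converted to per-well B score | Benchmarks: Low control buffer alone, high control maximal DAMGO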
KCNK3 block: human KCNK3 channel inhibitors, primary screen, CHO cells, FluxOR thallium flux, B-score; Potassium channel subfamily K member 3 (Homo sapiens), O14649; FluxOR fluorescence; stronger effect = lower value; B-score at 10 µM; 0.84% of 340,000 active;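 active = B-score under library mean minus 4 SD, starting fluorescence ratio at most library mean plus 5 SD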;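 note: more negative B-score means stronger inhibition of thallium flux through KCNK3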
Target sequence (O14649 whole entry, looked up): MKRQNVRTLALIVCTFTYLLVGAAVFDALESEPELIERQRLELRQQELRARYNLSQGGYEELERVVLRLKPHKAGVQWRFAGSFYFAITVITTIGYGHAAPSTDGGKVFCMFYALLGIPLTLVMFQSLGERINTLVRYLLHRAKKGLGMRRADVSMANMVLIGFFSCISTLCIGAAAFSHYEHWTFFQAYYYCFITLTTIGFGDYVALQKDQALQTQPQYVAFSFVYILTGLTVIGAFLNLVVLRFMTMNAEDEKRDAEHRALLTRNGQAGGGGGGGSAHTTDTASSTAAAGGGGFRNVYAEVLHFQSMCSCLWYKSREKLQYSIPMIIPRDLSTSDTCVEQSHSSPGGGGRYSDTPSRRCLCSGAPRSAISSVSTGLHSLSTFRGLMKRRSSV
* marks the source's active call; other numbers are inactive results; i = inactive; ? = inconclusive; / = no result given. Some of the compounds tested, so the mix of outcomes need not match the whole.

SMILES | HDAC3 inh | KCNK9 block | hERG rescue | ANO1 activ | KCNQ1 pot | KCNQ1 block | TRPC4 potent | TMEM16A inh | Dyrk1A ADPGlo | TRPC4 act | KCNK3 block
O=c1oc2cc(Oc3ccc(C(F)(F)F)cc3[N+](=O)[O-])ccc2c2c1CCC2 | -4 | i | -7 | i | i | i | i | i | 1 | i | i
CCc1ccc(C2=NN(CCC(=O)NC3CC3)C(=O)CC2)cc1 | 0 | i | -9 | / | i | i | i | i | / | i | /
Cc1noc(C)c1COc1ccc(C(=O)OCC(=O)NCc2ccccc2Cl)cc1 | 2 | i | -7 | i | i | i | i | i | -4 | i | i
Cc1cccc(CNc2ccc(C(CC(N)=O)NC(=O)Cc3cccc4ccccc34)cc2[N+](=O)[O-])c1 (stereo not given) | 4 | i | 2 | i | i | i | i | i | -5 | i | i
CN(C)c1ccc(-c2nn3c(-c4cccnc4)nnc3s2)cc1 | 4 | i | -10 | / | i | i | i | i | / | i | /
Cc1cc(C)c2nc(N3CCC(C(=O)N4CCN(c5ncccn5)CC4)CC3)sc2c1 | 0 | i | 1 | i | i | i | i | i | -4 | i | i
CC1=C(C(=O)N2CCCC(N3CCN(c4ccccc4F)CC3)C2)OCCO1 (stereo not given) | 4 | i | -7 | i | i | i | i | i | -5 | i | i
O=S(=O)(NCc1ccccc1)c1ccc(Br)c2nsnc12 | 6 | i | -7 | i | i | i | i | i | -1 | i | i
Cn1c(Cc2cccc3ccccc23)nnc1SCC(=O)N1CCN(c2ccccc2)CC1 | 11 | i | -12 | i | i | i | i | i | -2 | i | i
COc1ccccc1CN1CCCC(N2CCN(c3ccc(F)cc3)CC2)C1 (stereo not given) | 5 | i | -5 | i | i | i | i | i | / | i | i

Taken from above:
`COc1ccccc1CN1CCCC(N2CCN(c3ccc(F)cc3)CC2)C1` (stereo not given) – HDAC3 inh: 5
`Cc1noc(C)c1COc1ccc(C(=O)OCC(=O)NCc2ccccc2Cl)cc1` – Dyrk1A ADPGlo: -4
`CC1=C(C(=O)N2CCCC(N3CCN(c4ccccc4F)CC3)C2)OCCO1` (stereo not given) – Dyrk1A ADPGlo: -5
`CN(C)c1ccc(-c2nn3c(-c4cccnc4)nnc3s2)cc1` – hERG rescue: -10

New compounds follow.
SMILES | HDAC3 inh | KCNK9 block | hERG rescue | ANO1 activ | KCNQ1 pot | KCNQ1 block | TRPC4 potent | TMEM16A inh | Dyrk1A ADPGlo | TRPC4 act | KCNK3 block
CC(C)Cn1c(=O)c2c(nc3n2CCCN3Cc2ccccc2)n(C)c1=O | -2 | i | -5 | i | i | i | i | i | -5 | i | i
COc1ccc(NC(=O)c2ccc(S(=O)(=O)N3CCOCC3)cc2)c(OC)c1 | 5 | i | -11 | i | i | i | i | i | -7 | i | i
CCOC(=O)c1nnc2c(Br)c(-c3ccccc3)nn2c1C | -3 | i | -11 | i | i | i | i | i | -3 | i | i
Cc1cc(C)nc(N2CCCC(C(=O)NCCc3ccccc3F)C2)n1 (stereo not given) | -1 | i | -4 | i | i | i | i | i | 18 | i | i
COc1cccc(CN2CCNC(=O)C2CC(=O)NCCc2nc(C)c(C)s2)c1OC (stereo not given) | 3 | i | 0 | i | i | i | i | i | 2 | i | i
COC(=O)c1cn(C(C)C(=O)NCc2ccco2)c2ccccc12 (stereo not given) | / | i | -8 | i | i | i | i | i | 4 | i | i
CCn1cc(CN2CCCC(CNS(=O)(=O)c3ccc(OC)cc3)C2)cn1 (stereo not given) | / | i | -9 | i | i | i | i | / | 3 | i | i
Cc1cc(=O)[nH]c(SCCCOc2ccc3c(c2)CCC3)n1 | / | i | -11 | i | i | i | i | i | 7 | i | i
COc1ccc(NC(=O)c2cccnc2)c([N+](=O)[O-])c1 | -2 | i | 0 | i | i | i | i | i | 0 | i | i
CN(C)c1cc[n+](CC(=O)Nc2cccc([N+](=O)[O-])c2)cc1 | -4 | i | -2 | i | i | i | i | i | -3 | i | i
Cc1cc(C(=O)CSc2cccc[n+]2[O-])c(C)n1-c1ccc(OC(F)F)cc1 | 0 | i | -16 | i | i | i | i | i | 1 | i | i
O=C(CNC1CCCCC1)NCC1(c2ccccc2)CCCC1 | -2 | -7.5* | -4 | i | i | i | i | i | 2 | i | i
CC(C)Nc1ccc(C(CC(N)=O)NC(=O)Cc2ccc(Cl)cc2)cc1[N+](=O)[O-] (stereo not given) | 6 | i | -7 | i | i | i | i | i | 2 | i | i
C/C(=N\NC(=O)c1nnn(-c2nonc2N)c1-c1cccs1)c1ccncc1 | -3 | i | -6 | i | i | i | i | i | -2 | i | i
O=c1cc(-c2ccccc2)nc(SCc2ccccc2)[nH]1 | -7 | i | 0 | i | i | i | i | i | -5 | i | i
CCOc1[nH]n(-c2ccccc2)c(=O)c1C=Nc1ccccc1 | 4 | i | -4 | i | i | i | i | i | -4 | i | i
CSc1c(SCc2ccccc2)cnn(Cc2ccccc2)c1=O | ? | i | -5 | i | i | i | i | i | -3 | i | i
Cc1ccc(CCN2CCN=C2Nc2ccccc2)cc1 | 0 | / | / | i | / | / | / | i | 9 | / | i
c1ccc(Cn2nnnc2C(c2cccnc2)N2CCN(c3ccccc3)CC2)cc1 (stereo not given) | 9 | i | -3 | i | i | i | i | i | 4 | i | i
CN(C)Cc1c(-c2ccc(Cl)cc2)nc2ccccn12 | -9 | i | -11 | i | i | i | i | i | -3 | i | i
Cc1cc(N/C=C\c2nnnn2-c2ccc(F)cc2)no1 | -4 | i | -7 | i | i | i | i | i | 0 | i | i
Cc1ccc(C(=O)C2=C(O)C(=O)N(CC3CCCO3)C2c2ccccc2F)o1 (stereo not given) | 0 | i | -1 | i | i | i | i | i | 3 | i | i
O=C1[C@H]2[C@@H](c3ccc(F)cc3)N3C(=O)N(c4ccc(Br)cc4)C(=O)[C@@]3(Cc3ccc(Cl)cc3)[C@H]2C(=O)N1C1CCCCC1 | 6 | i | -1 | i | i | i | i | i | -13 | i | i
CC(C)(C)OC(=O)N1CCC[C@H]1c1nnc(SCc2cccc(Cl)c2)o1 | -1 | i | -5 | i | i | i | i | i | -2 | i | i
CC1CCCCC1NC(=O)COC(=O)c1cc(=O)c2ccccc2o1 (stereo not given) | -4 | i | -23 | i | i | i | i | i | 1 | i | i
O=C(Nc1ccc(Cc2ccncc2)cc1)C1CCC(N2C(=O)C3C4C=CC(C5CC45)C3C2=O)CC1 (stereo not given) | 11 | i | -8 | i | i | i | i | i | -1 | i | i
O=C(/C=C/c1ccco1)Oc1ccc(C(=S)N2CCOCC2)cc1 | 5 | i | -4 | i | i | i | i | i | 0 | i | i
O=C(CN(Cc1ccccc1)S(=O)(=O)c1ccc(F)cc1)NCc1ccccn1 | -1 | i | -4 | i | i | i | i | i | -6 | i | i
Cn1nc(-c2ccccc2)c(N2CCCCC2)cc1=O | 2 | i | -19 | i | i | i | i | i | -1 | i | i
O=C(Nc1nnc(C(F)(F)F)s1)C1COc2ccccc2O1 (stereo not given) | 1 | i | -6 | i | i | i | i | 100* | -6 | i | i
COc1cc(C(=O)OCC2CC(c3ccccc3)=NO2)cc(OC)c1OC (stereo not given) | 1 | i | -16 | i | i | i | i | i | 3 | i | i
COC(=O)[C@@H](NCc1cccc(CN([C@H](C(=O)OC)C(C)C)S(C)(=O)=O)c1)C(C)C | 4 | i | -3 | i | i | i | i | i | 7 | i | i
Cc1cc(C)c2nc(C(F)(F)F)nc(NCCCN3CCOCC3)c2c1 | 9 | i | -19 | i | i | i | i | i | 5 | i | i
COc1ccc(-n2c(C)c([N+](=O)[O-])c3ccc(O)c(CN4CCCCC4)c32)cc1 | 4 | i | -9 | i | i | i | i | i | 5 | i | i
COc1ccc(N2CCN(C(=O)CCCCCn3c(=O)[nH]c4ccsc4c3=O)CC2)cc1 | -1 | i | -12 | i | i | i | i | i | -4 | i | i
Clc1ccccc1-c1nc(N/N=C/c2cccnc2)c2ccccc2n1 | 0 | i | -7 | i | i | i | i | i | 16 | i | i
O=C(CN1CCCC1)OCCCc1ccccc1 | -2 | i | 1 | i | i | i | i | i | -4 | i | i
CCN(CC)C(=O)CN(c1ccc(Cl)cc1)S(=O)(=O)c1ccccc1 | 0 | i | -11 | i | i | i | i | i | -6 | i | i
O=C(O)c1cc(N2CCOCC2)nc2ccccc12 | -7 | i | -6 | i | i | i | i | i | 4 | i | i
CCOc1ccc(OCC)c(NC(=O)c2ccc(CNc3c(N4CCCC4)c(=O)c3=O)cc2)c1 | -1 | i | -6 | i | i | i | i | i | -4 | i | i
CC(=O)c1ccc(N(C(=O)c2csnn2)C(C(=O)NC(C)(C)C)c2cccs2)cc1 (stereo not given) | -14 | i | -13 | i | i | i | i | i | 6 | i | i
c1ccc(OCc2nn3c(-c4n[nH]c5c4CCC5)nnc3s2)cc1 | 6 | i | -6 | i | i | i | i | i | -19 | i | i
N#Cc1ccccc1S(=O)(=O)N1CCN(c2cnccn2)CC1 | -3 | i | -8 | i | i | i | i | i | 2 | i | i
O=C(CCCNS(=O)(=O)c1cccs1)N1CCN(c2ccc(F)cc2)CC1 | -2 | i | -12 | i | i | i | i | i | 2 | i | i
O=C(NNC(=O)c1cccnc1)Nc1cccc(Cl)c1Cl | -2 | i | -9 | i | i | i | i | i | 7 | i | i
CCc1nc2ccccc2n(CCOCCOCCn2c(=O)c(CC)nc3ccccc32)c1=O | -2 | i | -7 | i | i | i | i | i | -8 | i | i

2 neighbouring records already listed:
SMILES | HDAC3 inh | KCNK9 block | hERG rescue | ANO1 activ | KCNQ1 pot | KCNQ1 block | TRPC4 potent | TMEM16A inh | Dyrk1A ADPGlo | TRPC4 act | KCNK3 block
O=c1oc2cc(Oc3ccc(C(F)(F)F)cc3[N+](=O)[O-])ccc2c2c1CCC2 | -4 | i | -7 | i | i | i | i | i | 1 | i | i
CCc1ccc(C2=NN(CCC(=O)NC3CC3)C(=O)CC2)cc1 | 0 | i | -9 | / | i | i | i | i | / | i | /
